GPR55 beta-arrestin: selective activators of receptor GPR55 – imaging, U2OS cells, beta-arrestin-GFP redistribution, primary screen (AID 1961). U2OS GPR55 beta-arrestin-GFP redistribution imaging; higher % means a stronger effect. activation, % at 10 µM, or EC50 in µM where a hit was titrated. 290,000 compounds, 0.048% hits;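 active = activation above 40% with more than 50 cells counted in the well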;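 also: U2OS osteosarcoma cells stably expressing GPR55 and beta-arrestin-GFP; plate controls were DMSO negative control for no effect and LPI positive control for full effect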
KOR beta-arrestin-1: kappa opioid receptor blockers – cell-based, luminescence, uHTS (AID 1778); 290,000 compounds, 0.091% hits; one-dose inhibition, % at 10 µM; IC50 in µM for titrated hits; KOR beta-arrestin recruitment, luminescence, antagonist mode; higher % means a stronger effect; in the data active = inhibition above about 50%; also: strong numbers were not always called active
KOR beta-arrestin-2: kappa opioid receptor activators – cell-based, luminescence, uHTS, primary screen (AID 1777) | KOR beta-arrestin recruitment, luminescence; higher % means a stronger effect | activation, % at 10 µM, or EC50 in µM where a hit was titrated | 280,000 compounds, 0.02% hits; in the data active = activation above about 50%, passing the limit was not always enough; also: a part of the inactive calls stands beside numbers as strong as those of hits
AID2073: inhibitors of Mint1-CaV2.2 protein interaction, biochemical, HTRF (AID 2073); HTRF protein-protein interaction, Mint1-CaV2.2; higher % means a stronger effect; 290,000 compounds, 0.19% hits; inhibition, % at 20 µM, or IC50 in µM where a hit was titrated; in the data active = inhibition mostly above about 51%, no sharp cut-off; also: some results filed as inactive read as strong as hits
NOD1 inhibition: inhibition of NOD1-driven NF-kB reporter – cell-based, luminescence, uHTS, primary screen (AID 1578) | NOD1-driven NF-kB luciferase reporter cells, luminescence; higher % means a stronger effect | inhibition, % at 4 µM; hits with a dose series show EC50 in µM | 290,000 compounds, 1% hits; in the data active = inhibition mostly above about 36%, no sharp cut-off; inactive = mostly below about 34%;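 also: HEK-293T reporter cells stimulated with the NOD1 agonist gamma-tri-DAP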
GPR55 LPI antagonism: inhibition of LPI-stimulated GPR55 beta-arrestin translocation – imaging, U2OS, beta-arrestin-GFP, LPI agonist, primary screen (AID 2013); one-dose inhibition, % at 10 µM; IC50 in µM for titrated hits; 290,000 compounds, 0.13% hits; U2OS GPR55 beta-arrestin-GFP translocation imaging, LPI antagonism; higher % means a stronger effect;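 active = spots per cell inhibited over 60%, with over 100 cells counted and total cytoplasm intensity under 500,000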;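 also: U2OS cells stably carrying GPR55 and arrestin-GFP stimulated by 5 µM LPI near EC80; imaged beta-arrestin-GFP aggregate spots per cell after agonist stimulation; plate controls were LPI-stimulated DMSO wells for no effect and DMSO wells without LPI for full effect; some results filed as inactive read as strong as hits; confirmed hits need IC50 under 10 µM and bright autofluorescent wells are also inconclusive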
SIAH1 antagonists: Siah-1 peptide-binding antagonists, primary screen, biochemical, fluorescence polarization, rhodamine-plectin, uHTS (AID 1817). Siah-1 / rhodamine-plectin peptide fluorescence polarization; higher % means a stronger effect. displacement, % at 20 µM, or IC50 in µM where a hit was titrated. 290,000 compounds, 0.02% hits;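 active = displacement of at least 50% at 20 µM, with a fluorescence ratio check between 0.3 and a set limit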;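 also: plate controls were Siah plus tracer with DMSO for no effect and tracer alone without Siah for full effect; strong numbers were not always called active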
GPR35 antagonists: inhibition of zaprinast-stimulated GPR35 beta-arrestin translocation – imaging, U2OS, beta-arrestin-GFP, zaprinast agonist, primary screen (AID 2058); one-dose inhibition, % at 10 µM; IC50 in µM for titrated hits; 290,000 compounds, 0.052% hits; U2OS GPR35 beta-arrestin-GFP translocation imaging, zaprinast antagonism; higher % means a stronger effect;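 active = inhibition of at least 50% with at least 30 cells and total cytoplasm GFP at most 10,000,000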
HIV peptide binding: cell-free HIV fusion peptide-binding blockers – biochemical, uHTS, fluorescence dequenching, primary screen (AID 1986); 290,000 compounds, 0.3% hits; cell-free peptide binding, fluorescence dequenching, 30 min; higher % means a stronger effect; inhibition, % at 20 µM, or IC50 in µM where a hit was titrated; in the data active = inhibition mostly above about 52%, no sharp cut-off; inactive = mostly below about 76%; also: some results filed as inactive read as strong as hits
* hit, by the source's call; x = no result given; [ ] = remark or other dose.

item	GPR55 beta-arrestin	KOR beta-arrestin-1	KOR beta-arrestin-2	AID2073	NOD1 inhibition	GPR55 LPI antagonism	SIAH1 antagonists	GPR35 antagonists	HIV peptide binding	SMILES
1	-0.1%	-66%[20 µM]	0.6%	33%	10%	8%	-6%	-19%	0.5%	Nc1nc(CN2CCN(c3ccccc3)CC2)nc(Nc2ccc(Cl)cc2)n1
2	0.3%	27%	5.9%	5%	11%	23%	7%	6%	-2.2%	CCOC(=O)c1sc(NC(=O)CSc2nnnn2-c2ccccc2)nc1C
3	0.1%	6%	-0.8%	-4%	-12%	12%	0%	2%	-0.4%	O=C(c1cccc(S(=O)(=O)N2CCOCC2)c1)N1CCN(S(=O)(=O)c2cccs2)CC1
4	0.2%	8%	-2.8%	0%	-7%	6%	1%	-11%	0.6%	C=CCn1c(Br)nc2c1c(=O)[nH]c(=O)n2C
5	0.6%	27%	-1.4%	3%	-16%	-4%	0%	0%	9.2%	CCN(CC)c1ncnc2c1cnn2C
6	0.6%	-1%	-4.2%	10%	2%	-1%	6%	7%	-0.2%	CS(=O)(=O)Nc1ccc(-c2nnc3n2CCCCC3)cc1
7	-0.1%	-3%[20 µM]	-2.0%	27%	-19%	3%	3%	-2%	9.5%	O=C(Nc1nnc(S(=O)(=O)N2CCCCCC2)s1)c1ccccc1F
8	-0.2%	-27%	0.9%	14%	-28%	11%	9%	15%	-0.1%	CCc1ccccc1NC(=O)C1CCN(c2cnccn2)CC1
9	-0.1%	-18%	-0.1%	16%	-4%	6%	-3%	-16%	0.1%	Cc1cc2nn(-c3cccc4ccccc34)nc2cc1NC(=O)c1cccs1
10	-0.1%	23%	-3.3%	-10%	8%	2%	2%	4%	-0.5%	Cc1ccc(C(=O)COC(=O)CCC(=O)Nc2cc(Cl)ccc2Cl)cc1[N+](=O)[O-]

Individual results from above:
CS(=O)(=O)Nc1ccc(-c2nnc3n2CCCCC3)cc1 | GPR55 LPI antagonism = -1%
Nc1nc(CN2CCN(c3ccccc3)CC2)nc(Nc2ccc(Cl)cc2)n1 | GPR55 beta-arrestin = -0.1%

Next structures follow.
item	GPR55 beta-arrestin	KOR beta-arrestin-1	KOR beta-arrestin-2	AID2073	NOD1 inhibition	GPR55 LPI antagonism	SIAH1 antagonists	GPR35 antagonists	HIV peptide binding	SMILES
11	2.6%	-38%	x	16%	-14%	7%	0%	16%	-0.5%	Cc1noc(C)c1C(=O)OCC(=O)Nc1ccccc1Oc1ccccc1
12	-0.2%	-22%	18%	0%	-80%	-1%	19%	-12%	0.2%	O=C(OCc1nc2ccccc2s1)C1CCN(C2=NS(=O)(=O)c3ccccc32)CC1
13	0.6%	-14%	3.3%	6%	34%	11%	-4%	-1%	-3.2%	CSCC[C@H](NC(=O)[C@@H]1Cc2ccccc2CN1)C(=O)Nc1ccc2c(c1)OCO2
14	0.8%	1%	3.0%	-3%	-13%	-11%	2%	-11%	-0.9%	CCOc1ncccc1C(=O)Nc1ccc(F)c(F)c1
15	-0.2%	9%	-5.0%	-10%	1%	5%	0%	-5%	17%	O=C(Nc1ccccc1Cl)c1cccc(NC(=O)C2C3CC4OC(=O)C2C4C3)c1 (configuration not stated)
16	-0.2%	18%	-4.6%	-2%	6%	5%	0%	-21%	-1.1%	NC1=NC(=O)/C(=C/c2ccc(OCC(=O)O)cc2)S1
17	-0.2%	-16%	7.1%	8%	-7%	2%	-2%	22%	-0.2%	O=C(c1ccc2[nH]c(=O)c(=O)[nH]c2c1)N1CCN(c2ccccc2)CC1
18	-0.2%	4%	2.1%	0%	-2%	4%	3%	-3%	1.0%	O=C(N1CCCCC1)C1(c2ccccc2)CCCCC1
19	-0.1%	-38%	17%	-1%	-23%	5%	2%	18%	0.8%	COc1cc(CC(NC(C)=O)C(=O)NC2CCN(c3nc(C)cc(C)c3C#N)CC2)cc(OC)c1 (configuration not stated)
20	-0.1%	18%	-7.3%	-2%	-28%	10%	-2%	10%	2.0%	CCOC(=O)C1CCN(C(=O)/C=C/c2ccc(OC)cc2)CC1
21	-0.1%	-6%	-1.1%	-7%	-10%	-3%	3%	0%	22%	COC(=O)c1ccc(CSc2nc(-c3ccco3)cc(C(F)(F)F)n2)o1
22	-0.1%	-1%	-5.4%	0%	58%	25%	-3%	47%	0.5%	CCC(C)(C)c1ccc(Oc2ccc(NC(=O)COC(=O)C3=COCCO3)cc2)cc1
23	-0.2%	-9%	-2.9%	9%	-3%	11%	16%	18%	-0.9%	Cc1ccccc1NC(=O)NC1(C(=O)N2CCN(C)CC2)CCCCC1
24	-0.1%	4%	-0.3%	8%	-6%	-4%	3%	8%	0.2%	COc1ccc(S(=O)(=O)N(C)CC(=O)Nc2ccccc2C(F)(F)F)cc1OC
25	0.2%	-14%	-3.7%	-21%	-26%	3%	16%	6%	1.2%	Nc1cc(OC(=O)c2ccc(F)cc2)nn1S(=O)(=O)c1ccc(F)cc1
26	0.0%	10%	-2.1%	-5%	-3%	5%	2%	-2%	0.1%	COc1ccc(-n2c(C)nc3c(cnn3-c3ccc(Cl)cc3)c2=O)cc1
27	0.0%	9%	1.4%	2%	13%	8%	0%	6%	-0.2%	Cc1ccc(C(c2nnnn2C2CCCCC2)N2CCN3CCCC3C2)cc1 (configuration not stated)
28	0.8%	-12%	-5.8%	7%	-1%	-3%	6%	8%	2.6%	COc1ccc(CC(=O)N2CCN(c3ccccc3OC)CC2)cc1
29	0.4%	0%	7.9%	-4%	-8%	6%	9%	8%	11%	O=C(Nc1nc(=O)n(C(=O)c2cccc(C(F)(F)F)c2)s1)c1ccccc1
30	-0.1%	10%	0.1%	3%	-22%	-4%	-3%	8%	3.1%	O=C(O)c1cc2ccccc2c(N=Nc2cccnc2)c1O
31	0.3%	8%	-1.3%	-7%	9%	9%	-2%	-10%	0.9%	Cc1ccccc1SCC(=O)NC1CCOC1=O (configuration not stated)
32	-0.2%	-11%	4.5%	-5%	-17%	1%	-4%	4%	-0.4%	Cn1nnc(NC(=O)c2cccc(F)c2)n1
33	0.1%	-9%	0.5%	-4%	-16%	0%	-2%	7%	4.5%	CCn1c(C)cc(/C=C2/NC(=O)N(Cc3ccccc3F)C2=O)c1C
34	0.2%	6%	-5.3%	-6%	-26%	0%	9%	-7%	-0.7%	COCCCNC(=S)N(CCCN(C)C)Cc1cc2cc3c(cc2[nH]c1=O)OCCO3
35	0.2%	-59%[20 µM]	x	-2%	-30%	-2%	0%	12%	1.6%	Cc1cc(C)nc(SCc2nnc(SCC(=O)O)n2-c2ccccc2)n1
36	0.0%	1%	-0.2%	3%	-36%	15%	3%	-21%	0.2%	C/C(CC(=O)Nc1ccc2c(c1)OCCO2)=N\NC(=O)c1ccccn1
37	0.1%	x	x	13%	-32%	15%	-3%	7%	-1.1%	O=C(Cn1c(COc2ccccc2)nc2ccccc21)Nc1cc(Cl)cc(Cl)c1
38	-0.1%	-24%[20 µM]	-1.4%	-3%	-18%	14%	17%	0%	0.7%	CC12CN(NC(=O)c3ccc(Cl)cc3)C3(C#N)CC1CCC23C (configuration not stated)
39	0.5%	-10%	-5.4%	5%	-14%	8%	-2%	-11%	-0.5%	CCOC(=O)C1CCCN(C2CCN(Cc3nc(Cc4ccccc4)no3)CC2)C1 (configuration not stated)
40	-0.2%	-5%	3.1%	0%	-11%	-4%	-5%	-6%	-1.7%	Cc1ccc(C(C(=O)NC(C)(C)C)N(CC2CCCO2)C(=O)CCC(=O)Nc2ccccn2)cc1 (configuration not stated)
41	-0.1%	-19%	1.1%	-15%	15%	0%	2%	-7%	-0.2%	Cc1ccc(NC(=O)C2CCN(S(=O)(=O)c3c(C)n[nH]c3C)CC2)nc1
42	-0.3%	3%[20 µM]	1.0%	-2%	3%	-10%	2%	-3%	2.5%	O=C(NCCc1c[nH]c2ccccc12)c1ccco1
43	0.0%	-25%[20 µM]	-4.6%	7%	-26%	-3%	6%	-7%	2.0%	CC(C)C[C@@H](CO)N1CCN(Cc2ccccc2)CCC1=O
44	-0.2%	-19%	-1.5%	22%	-37%	8%	2%	-4%	2.2%	Fc1ccc(-n2c(-c3ccc4c(c3)OCO4)n[nH]c2=S)cc1Cl
45	-0.2%	21%	-4.0%	13%	-20%	-8%	3%	4%	2.8%	Cc1cc(C)n(C(=O)c2ccc(Cn3nc(C)c(Br)c3C)o2)n1
46	-0.3%	4%	-4.5%	12%	9%	5%	-4%	8%	-3.4%	Cc1nc(SCC(=O)NCc2ccc3c(c2)OCO3)c(C#N)c2c1CCCC2
47	-0.1%	20%	-4.6%	-4%	43%	-6%	1%	10%	-1.6%	Cc1ccc(NC(=O)c2cc(S(=O)(=O)N3CCCCC3)cs2)cc1
48	-0.1%	14%	2.0%	-2%	2%	-10%	2%	0%	-4.4%	O=C(NNS(=O)(=O)c1ccccc1F)c1cc(-c2ccccc2)n[nH]1
49	0.7%	-31%	8.7%	2%	-14%	-11%	2%	-5%	-0.4%	COc1ccc(CNS(=O)(=O)c2csc(C(N)=O)c2)cc1OC
50	0.0%	17%	2.2%	-25%	-20%	16%	-1%	-10%	-1.6%	Cc1ccc(NC(=S)N(CCCN2CCCC(C)C2)Cc2ccco2)cc1C (configuration not stated)
51	-0.1%	24%	-7.1%	-4%	-8%	6%	5%	7%	-1.7%	O=S(=O)(/N=C(/Nc1cc(N2CCOCC2)ncn1)c1ccc(F)cc1)c1ccccc1
52	-0.1%	4%	-0.2%	-55%	-14%	15%	5%	17%	2.2%	COc1ccc(C2C(C(=O)c3cccs3)=C(O)C(=O)N2c2nncs2)cc1 (configuration not stated)
53	-0.3%	10%	3.0%	9%	1%	4%	1%	7%	-2.2%	C#CCn1c(=NC(=O)CN2C(=O)CCC2=O)sc2cccc(OC)c21
54	-0.1%	32%	9.7%	-16%	3%	4%	-10%	2%	-2.6%	Clc1ccc(C2CSc3c4ncnc-4ncn32)cc1 (configuration not stated)
55	0.3%	23%	-0.9%	-5%	7%	-2%	-4%	10%	-1.9%	CSc1nc(C)cc(C)c1S(=O)(=O)c1ccccc1C
56	-0.2%	4%	0.3%	0%	-13%	0%	-2%	2%	-0.7%	O=C(COc1cccc(Oc2ccccc2)c1)Nc1ncccn1
57	0.5%	-20%	-1.0%	1%	33%	-8%	-2%	17%	0.4%	OCCN(Cc1ccccc1)c1ncnc2sccc12
58	0.4%	-16%	-0.2%	23%	-1%	38%	-2%	22%	-0.8%	COc1ccc(-c2cc(C(=O)Nc3cccc(Cl)c3)no2)cc1
59	-0.2%	9%	4.8%	-1%	-9%	-4%	6%	4%	-1.3%	NC(=O)c1ccc(N2CCC(C(N)=O)CC2)c([N+](=O)[O-])c1
60	-0.1%	-8%	0.9%	-1%	24%	-4%	-1%	-5%	0.6%	c1ccc(Cn2c[n+](Cc3ccccc3)c3ccccc32)cc1
61	0.2%	12%	-1.9%	-9%	-18%	16%	-7%	18%	0.2%	COc1ccc(-c2[nH]c(-c3ccc(C)cc3)nc2SCC(=O)NC2CCCC2)cc1

Only part of the results is shown; the hit share may differ from the screen's.
